# High-throughput results as filed in PubChem BioAssay.
# S1P1 ag pot = S1P1 (human) agonism or agonism potentiation; S1P1 CRE-bla cells, forskolin, beta-lactamase FRET, potentiator mode; S1P1 agonist co-added at EC20, 2 nM; 100% = saturating reference agonist, 0% = basal; activation, % at 9.5 µM; 56,000 compounds, 0.57% hits;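 active = activation above a cutoff set at the mean activation of all tested compounds plus 3 SD, cut at about 54% in these data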;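 also: forskolin at 4 µM as EC80 and the EC20 agonist is SEW2871; 100% = SEW2871 at its EC100 plus forskolin at EC80; some compounds past the cut are filed as inactive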
# M1 antag = M1 muscarinic receptor (rat) antagonism; CHO-M1 cells, Fluo-4 calcium, ACh EC80 antagonist mode; hits give low values; B-score at 10 µM; 64,000 compounds, 3.4% hits; AID 628;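 active = calcium fluorescence response, raw or row-and-column corrected B-score, differing from the plate sample mean either way at a set confidence level, mostly lower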
# M1 ag = M1 muscarinic receptor agonism. CHO-M1 cells, Fluo-4 calcium fluorescence, agonist mode; hits give high values. B-score at 10 µM. 64,000 compounds, 3% hits. AID 626;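 active = fluorescence rise, raw or as B-score row- and column-corrected plate score, outside the 99.7% band of its plate's samples, either direction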
# D1 allo mod = allosteric modulators of human D1 dopamine receptor. HEK293 D1, CRE-luciferase, dopamine EC30 potentiation; actives deviate in either direction. 58,000 compounds, 5.9% hits. B-score at 10 µM. AID 641;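 active = luminescence count or its row- and column-corrected plate score outside the 99.7% band of the plate's sample wells, on either side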
# TNAP act DEA = activators of human TNAP at intermediate phosphate acceptor; activation factor at 20 µM; AID 813; purified TNAP, CDP-star luminescence, 100 mM DEA, 30 min; hits give high values; scale: 0 levamisole-inhibited, 1 vehicle-only enzyme; 64,000 tested, under 10 active; P05186;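 active = activation factor of at least 2 at 20 µM, relative to controls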
# HEK293 NFkB inh = lowers PMA/ionomycin-induced NF-kB signal in HEK293 cells. 62,000 compounds, 0.21% hits. AID 465. HEK-293 NF-kB luciferase reporter, luminescence. inhibition, % at 3 µM;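 active = inhibition above the mean of all tested compounds plus 3 SD, cut at about 40% in these data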;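 also: 0% = stimulated DMSO wells and 100% = 10 µM reference inhibitor 5653914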
#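 Material: HEK-293 cells with stable firefly luciferase reporter driven by four HIV NF-kB elements / Also added: PMA plus ionomycin mix as NF-kB-activating stimulus / Compound dosing: 3 µM once, 0.30% DMSO / Times: 1 h pretreatment, 16 h stimulation, 37 °C / Signal: luminescence / Evaluation: per-plate % inhibition versus controls / Benchmarks: DMSO and 10 µM reference inhibitor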
# Jurkat viability = cytotoxic compounds reducing Jurkat cell viability. Jurkat E6.1 viability, ATP luminescence, 48 h. inhibition, % at 4 µM. 56,000 compounds, 1.2% hits. AID 463;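 active = inhibition above the mean inhibition of all tested compounds plus 3 SD, cut at about 28% in these data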
# S1P3 ag = S1P3 (human) receptor agonism | S1P3 NFAT-BLA reporter cells, FRET ratio; relative to 1 µM S1P, basal subtracted | activation, % at 4.5 µM | 60,000 compounds, 0.1% hits;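 active = activation above the screen-wide mean plus 3 SD, cut at about 4.5% in these data, passing the limit was not always enough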; also: some compounds called inactive have numbers as strong as hits
#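 Material: Human S1P3 NFAT-BLA reporter CHO cells | Incubation: Overnight plating, 4 h compound 37 °C, 2 h substrate RT | Signal: FRET β-lactamase substrate fluorescence, excitation 405 nm, 460/535 nm emission ratio, background-subtracted | Compound: 4.5 µM final, single dose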
# Ec RNAP inh = Escherichia coli RNA polymerase inhibition; 62,000 compounds, 0.2% hits; E. coli RNA polymerase, fluorescence transcription assay; AID 559; P0A8V2; inhibition, %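 (tested at 10 µM)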; in the data active = inhibition above about 20%;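 also: 0% = enzyme without compound and 100% = no enzyme blank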
# Target sequence (P0A8V2 whole entry, looked up): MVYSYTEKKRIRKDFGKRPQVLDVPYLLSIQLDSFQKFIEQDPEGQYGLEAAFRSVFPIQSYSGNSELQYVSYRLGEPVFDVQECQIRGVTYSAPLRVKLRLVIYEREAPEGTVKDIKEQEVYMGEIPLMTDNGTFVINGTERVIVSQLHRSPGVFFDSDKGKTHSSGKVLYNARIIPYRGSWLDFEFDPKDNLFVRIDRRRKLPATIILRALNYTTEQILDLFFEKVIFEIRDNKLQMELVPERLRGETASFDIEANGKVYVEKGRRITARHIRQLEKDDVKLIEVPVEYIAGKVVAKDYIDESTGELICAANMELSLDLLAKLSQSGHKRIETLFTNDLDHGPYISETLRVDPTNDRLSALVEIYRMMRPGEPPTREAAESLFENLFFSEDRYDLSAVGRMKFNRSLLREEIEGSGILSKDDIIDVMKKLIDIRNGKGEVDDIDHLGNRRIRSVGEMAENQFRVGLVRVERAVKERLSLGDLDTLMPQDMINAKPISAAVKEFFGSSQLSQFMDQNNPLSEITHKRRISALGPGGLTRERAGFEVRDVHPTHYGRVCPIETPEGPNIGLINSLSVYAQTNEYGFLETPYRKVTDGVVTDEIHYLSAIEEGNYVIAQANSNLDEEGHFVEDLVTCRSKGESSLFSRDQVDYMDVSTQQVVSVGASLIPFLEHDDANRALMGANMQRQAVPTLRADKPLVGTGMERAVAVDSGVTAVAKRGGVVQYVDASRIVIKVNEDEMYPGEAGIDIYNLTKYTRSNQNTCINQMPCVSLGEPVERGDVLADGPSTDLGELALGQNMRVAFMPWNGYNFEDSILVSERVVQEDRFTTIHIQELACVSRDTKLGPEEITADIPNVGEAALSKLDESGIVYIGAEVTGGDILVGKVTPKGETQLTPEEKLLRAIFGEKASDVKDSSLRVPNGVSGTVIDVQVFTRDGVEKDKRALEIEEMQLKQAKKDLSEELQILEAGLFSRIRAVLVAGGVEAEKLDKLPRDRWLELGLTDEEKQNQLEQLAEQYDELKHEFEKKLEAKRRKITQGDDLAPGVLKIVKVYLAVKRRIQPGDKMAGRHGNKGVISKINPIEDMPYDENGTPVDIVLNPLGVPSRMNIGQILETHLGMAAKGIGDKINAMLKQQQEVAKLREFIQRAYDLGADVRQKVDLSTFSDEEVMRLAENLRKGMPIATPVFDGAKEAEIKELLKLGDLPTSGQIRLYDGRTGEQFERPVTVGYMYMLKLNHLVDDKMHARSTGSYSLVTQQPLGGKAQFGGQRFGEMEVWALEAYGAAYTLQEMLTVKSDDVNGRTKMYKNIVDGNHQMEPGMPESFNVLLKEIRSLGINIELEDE
# The depositor's hits bear a star; x = not tested or not shown. Compounds as they come. Share with any hit: about 12%.
SMILES,S1P1 ag pot,M1 antag,M1 ag,D1 allo mod,TNAP act DEA,HEK293 NFkB inh,Jurkat viability,S1P3 ag,Ec RNAP inh
CCCCn1c(SCc2cc(=O)[nH]c3ccccc23)nc2c1c(=O)n(C)c(=O)n2C,-41,-0.13,-0.51,3.6,0.9,12,3,0.1,1
CC(C)(C)c1cc(CN2CCN(CCO)CC2)cc(C(C)(C)C)c1O,33,0.17,-0.64,-1.3,0.9,19,-3,-0.6,5
CCC(=O)Nc1nonc1-c1nc2ccccc2n1CCC(C)C,18,-0.055,0.56,0.73,1,10,-2,0.6,11
CC(C)OC(=O)CSc1nnc(-c2cnccn2)n1-c1ccccc1,1,0.041,-1.2,5.1*,0.9,2,-2,0.1,6
O=S(=O)(NC1CC1)c1ccc(S(=O)(=O)N2CCCC3(CCCCC3)C2)cc1,-2,-1.1,0.79,-0.56,1,-1,6,-0.3,5
CCc1nn(C(C)C(=O)Nc2cccc(C)c2C)c(=O)c2cc3occc3n12 (configuration not stated),21,0.32,-0.062,-0.43,1,13,8,-0.2,7
O=C1C2C3C=CC(C3)C2C(=O)N1c1cccc2cccnc12 (configuration not stated),-28,-0.054,-0.2,-0.58,0.9,1,-6,-0.6,12
COc1ccc(N=c2oc3cc(O)ccc3cc2C(=O)NCC2CCCO2)c(OC)c1 (configuration not stated),-71,0.9,-0.66,0.096,0.9,11,6,2.1,-8
Cn1c(CO)nc2cc(N)ccc21,7,0.57,-0.3,0.3,0.9,15,3,-0.7,5
Nc1[nH]nc2nc(N3CCOCC3)nc(-c3ccccc3)c12,x,0.46,0.53,9.8*,1,-6,x,x,9
CCN1CCN(C(c2cc(OC)c(OC)c(OC)c2)c2nnnn2C(C)C)CC1 (configuration not stated),-12,-0.38,-0.014,0.46,0.8,12,-2,-0.4,1
CCCc1nc2scc(-c3ccccc3)c2c(=O)n1N,9,0.45,0.6,6*,0.9,4,4,-0.2,4
O=C1c2oc3ccc(Cl)cc3c(=O)c2C(c2cccnc2)N1Cc1ccco1 (configuration not stated),-6,-0.55,-0.62,0.22,0.8,19,-6,-0.6,6
CCOC(=O)CN1C(=O)SC(CC(=O)Nc2nccs2)C1=O (configuration not stated),x,-0.052,0.026,x,1,6,x,x,4
Cc1cc(C)c(C#N)c(Nc2ccccc2Cl)n1,-31,0.81,0.62,1,0.9,2,-7,-0.9,3
Cc1cc(NC(=O)CSc2nc3c(c(=O)n2-c2ccccc2)SC(C)C3)no1 (configuration not stated),11,0.18,-0.02,x,0.9,14,-3,-0.7,4
Cc1nnc(NC(=O)CSc2nnc(Cc3cccn3C)n2CCc2ccccc2)s1,-54,-0.038,0.63,0.19,1,11,8,-0.1,-1
CC(C)n1c(CN2CCN(C)CC2)nc2c1c(=O)n(C)c(=O)n2C,x,-0.33,0.1,-0.37,0.8,3,x,x,4
O=C(CSc1nnc(-c2ccccc2)o1)N1CCOCC1,2,-0.38,0.53,0.33,0.9,-7,-2,0.5,1
CCc1ccc(CNCc2cccnc2)cc1,13,0.028,18*,-0.56,0.9,11,2,0.7,7
Cc1cc(C(=O)Nc2cccc(C(=O)O)c2)oc1C,x,-0.53,0.33,-4.4*,0.9,30,3,-0.4,1
CCN(CC)S(=O)(=O)c1cccc(-c2nnc(SCC(=O)c3cc(C)n(C4CC4)c3C)o2)c1,8,-0.61,3.2*,0.54,1,12,7,1.1,6
CCOC(=O)Cn1nnnc1C(CC)N(Cc1cccs1)Cc1cc2ccc(OC)cc2[nH]c1=O (configuration not stated),-10,-0.78,0.24,3,0.9,16,2,-1.6,-7
Cc1ccc2oc(C(=O)NCc3ccc4c(c3)OCO4)c(C)c2c1,-26,-2,-0.41,0.23,0.9,9,-6,0.3,7
Cc1ccc(N2CC(C(=O)NC3=NCCS3)CC2=O)cc1 (configuration not stated),x,-0.35,-0.1,x,0.9,8,x,x,6
O=C(O)c1cccc(S(=O)(=O)Nc2ccc3c(c2)OCO3)c1,-15,0.6,-0.22,x,1,12,-2,-1.0,3
CCOc1cc(-c2conc2N)cc(OCC)c1OCC,x,-1,-0.33,0.16,0.9,7,0,-0.7,3
CCCCn1c2nc3ccccc3nc2c2c(=O)n(C(C)CC)cnc21 (configuration not stated),-19,-1.6,0.44,10*,0.9,-1,-2,0.0,-8
CC(C)NC(=O)CCS(=O)(=O)c1ccc(Br)s1,-5,-0.29,-0.75,0.44,0.9,14,5,-1.0,4
CCOC(=O)c1ccc(N2C(=O)c3n[nH]c(C)c3C2c2ccco2)cc1 (configuration not stated),-14,0.58,0.18,0.08,1.1,10,1,-1.4,10
CCOCCn1c(N(C)Cc2ccccc2)nc2c1c(=O)[nH]c(=O)n2C,x,1,-0.098,x,0.9,11,x,x,-4
COc1cccc(C(=O)Nc2c3c(nn2-c2ccccc2C)CS(=O)C3)c1OC (configuration not stated),1,0.04,-0.033,0.99,1,12,1,-0.1,8
N#Cc1ccc(CSc2nnc(-c3cccs3)n2-c2ccccc2)cc1,31,-0.72,0.092,1.1,0.9,-3,0,-0.5,4
Cc1nc(NCc2ccccc2)c(C(N)=O)c2c1COC(C)(C)C2,6,-0.32,-1.1,x,1,x,x,-6.0,x
C=CCn1c(SCc2ccc(C#N)cc2)nnc1-c1cccc(Cl)c1,19,0.26,0.73,-0.11,0.9,10,16,1.3,11
CCOC(=O)C(C)Oc1ccc(=O)n(-c2ccccc2)n1 (configuration not stated),-4,-1.7,0.5,0.39,0.8,5,2,-0.6,4

# 4 compounds out of the list above, sorted by the number in M1 antag, low to high.
SMILES	S1P1 ag pot	M1 antag	M1 ag	D1 allo mod	TNAP act DEA	HEK293 NFkB inh	S1P3 ag	Ec RNAP inh
CCOc1cc(-c2conc2N)cc(OCC)c1OCC	x	-1	-0.33	0.16	0.9	7	-0.7	3
Cc1ccc(N2CC(C(=O)NC3=NCCS3)CC2=O)cc1 (configuration not stated)	x	-0.35	-0.1	x	0.9	8	x	6
Cc1nc(NCc2ccccc2)c(C(N)=O)c2c1COC(C)(C)C2	6	-0.32	-1.1	x	1	x	-6.0	x
CCOC(=O)c1ccc(N2C(=O)c3n[nH]c(C)c3C2c2ccco2)cc1 (configuration not stated)	-14	0.58	0.18	0.08	1.1	10	-1.4	10

# The results go on.
SMILES,S1P1 ag pot,M1 antag,M1 ag,D1 allo mod,TNAP act DEA,HEK293 NFkB inh,Jurkat viability,S1P3 ag,Ec RNAP inh
CCOC(=O)C1(CCSC)NC(c2ccco2)C2C(=O)N(CC)C(=O)C21 (configuration not stated),3,0.48,0.37,-1.2,1,0,4,0.0,9
Cc1nc2cc(Cl)c(Cl)cc2nc1C,2,0.69,-0.3,-0.92,1,9,-4,-1.0,9
CCOc1ccc(C(=O)c2ccncc2)cc1,-5,-0.41,0.71,0.46,1,3,-2,-0.7,4
CCCc1ccc(OCC(=O)O)cc1,-2,0.11,-0.12,0.47,0.9,15,0,-0.8,4
CC1=C/C(=C/N(C)c2ccccc2)C(=O)S1,0,-0.12,-0.14,-0.31,0.8,4,-5,0.0,4
COc1cccc(C(=O)NCC(c2cccnc2)N2CCN(c3ccccc3OC)CC2)c1 (configuration not stated),-8,0.29,1,x,0.9,13,17,0.8,10
COC(=O)n1c(=O)oc2ccccc21,5,0.0019,-0.16,x,0.9,-2,-8,-0.3,2
Cc1cc2cc(C(c3nnnn3Cc3ccco3)N3CCc4ccccc43)c(=O)[nH]c2cc1C (configuration not stated),-38,0.99,-0.059,-0.75,0.9,21,-2,-1.0,-6
Cc1cccc(C(=O)O)c1NC(=O)c1ccc(F)cc1,x,1.6,-0.3,0.027,1,12,-5,-0.9,1
CNC(=O)CSc1nnc(-c2cc3c(C)nn(-c4ccccc4)c3s2)n1C,8,0.068,0.41,0.61,0.9,15,13,-0.8,1
Cc1cccc2nc(Cn3c(=O)n(CCCC(=O)NCc4ccco4)c(=O)c4ccccc43)cc(=O)n12,-20,0.57,-0.61,0.011,1,10,-1,-0.3,0
COc1ccc2nc(N3CCCC3)c(C#N)cc2c1,13,-1.2,92*,2.8,1.2,18,6,-0.9,-3
CCN1CCN(c2ncc3c(n2)CC(c2cc(OC)c(OC)c(OC)c2)CC3=O)CC1 (configuration not stated),-16,-0.73,-0.31,x,1,29,80*,-1.0,11
O=C(Nc1cccnc1)c1cnn2c(C(F)F)cc(C3CC3)nc12,-14,-2.3,0.61,5*,0.8,3,4,0.1,-3
CC(=O)Nc1nc2ccccc2n1CCN1CCOCC1,26,-0.48,0.079,-0.77,x,0,4,-0.2,x
CCOc1ccccc1NC(=O)CCC(=O)O,3,-0.047,-0.61,x,0.9,2,-2,-0.5,5
Cc1ccccc1-n1c(-c2cccnc2)n[nH]c1=S,20,0.26,-0.13,-0.049,0.9,9,0,-0.6,2
COc1cccc(NS(=O)(=O)c2ccc3[nH]cc(C(=O)NCCC(C)C)c(=O)c3c2)c1,-27,0.046,-0.22,1.9,0.9,2,24,-0.8,4
O=C(Nc1nccs1)c1ccc(CSc2nnnn2-c2ccccc2)cc1,x,-0.4,-0.28,-0.79,0.9,0,1,0.3,8
CCN1CCN(CCNC(=O)c2ccc(CS(=O)(=O)c3c(Cl)cccc3Cl)o2)CC1,11,-0.32,0.38,x,1,17,6,-0.4,-4
CCOc1ccc2nc(NC(=O)C3CCN(S(=O)(=O)c4cnc[nH]4)CC3)sc2c1,3,0.093,0.22,0.55,1,3,11,-1.2,8
Cc1cc(C)n(-c2nc3ccccc3c(=O)n2OC2CCCCC2)n1,-2,-0.21,0.68,0.057,1,21,-2,0.5,0
COCCCNC(=O)c1ccc2c(c1)ncn2-c1ccccc1OC,-14,-0.1,-0.16,-0.12,x,19,2,0.3,x
C=CCc1cccc(CNc2nc3ccccc3n2CCC)c1O,25,0.7,-1,-0.56,1,21,-3,-1.5,6
Cc1nc(NC(C)C(=O)O)c2nc(C)oc2n1 (configuration not stated),6,1,-0.033,0.16,1,14,-8,0.2,8
Cc1cc(C)c(C)c(S(=O)(=O)Nc2ccc(O)cc2)c1C,10,-0.023,0.012,0.43,1,21,4,-0.6,5
O=C(c1ccc(S(=O)(=O)N2CCC(c3nc4ccccc4[nH]3)CC2)cc1)N1CCOCC1,0,-0.033,-0.34,-0.47,0.9,10,1,-0.6,x
COc1ccc(OC)c(NC(=O)CCN2CCC(C)CC2)c1,-5,-0.69,-0.32,-0.97,0.9,7,-6,0.3,-9
O=C(CSc1nnc(-c2ccco2)n1-c1ccccc1)NCCc1ccccc1,-24,0.58,0.16,0.82,0.9,13,0,0.0,8
O=C(Cn1c(NCCO)nc2ccccc21)c1ccccc1,-8,-0.0028,0.7,0.028,0.9,14,-13,0.1,3
CN(Cc1c(F)cccc1Cl)c1ccc(S(=O)(=O)N2CCOCC2)cn1,16,-0.41,-0.18,0.039,0.9,12,2,-0.9,1
CCSc1nc2sc3c(c2c(=O)n1C1CCCCC1)CCN(C)C3,6,-2.3*,-0.89,x,1,x,x,-4.0,5
N=c1sccn1CC(=O)NCCc1ccc(Cl)cc1,16,-4.7*,-0.49,-1.4,0.9,5,-8,-0.1,x
